PfHsp40 yeast: rescue of PfHsp40-mediated yeast toxicity; S. cerevisiae expressing PfHsp40, growth rescue, ATP luminescence; growth rescue, % at 12.5 µM; actives 0.68% (n = 340,000); AID 504582; in the data active = growth rescue above about 28%, passing the limit was not always enough; inconclusive = no clear call, values can overlap the other calls;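 also: yeast W303a lacking pdr1 and pdr3 grown in galactose medium; growth measured after three days at 30 °C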
FadD28 FP inh: inhibitors of Mycobacterium tuberculosis FadD28 bisubstrate binding. inhibition, % at 12.5 µM. actives 0.22% (n = 360,000). FadD28 bisubstrate probe binding, fluorescence polarization; in the data active = inhibition above about 8.5%, passing the limit was not always enough; inconclusive = no clear call, values can overlap the other calls
BoNT A protease: blocks Botulinum neurotoxin A light chain protease; multiplex microsphere protease substrate cleavage, flow cytometry; inhibition, % at 10 µM; actives 0.17% (n = 360,000); also: plate controls were buffer without enzyme for full effect and enzyme alone for no effect
BioA inh: inhibitors of Mycobacterium tuberculosis BioA enzyme. actives 0.096% (n = 360,000). purified M. tuberculosis BioA enzyme, plate reader. inhibition, % at 9.99 µM. AID 602481; in the data active = inhibition above about 40%; inconclusive = no clear call, values can overlap the other calls
Mtb UGM inh: inhibitors of M. tuberculosis UDP-galactopyranose mutase; inhibition, % at 10 µM; purified UGM, fluorescence polarization probe displacement; actives 0.06% (n = 320,000); AID 504406; in the data active = inhibition above about 10%, passing the limit was not always enough; inconclusive = no clear call, values can overlap the other calls
Target sequence (P9WIQ1 whole entry, looked up): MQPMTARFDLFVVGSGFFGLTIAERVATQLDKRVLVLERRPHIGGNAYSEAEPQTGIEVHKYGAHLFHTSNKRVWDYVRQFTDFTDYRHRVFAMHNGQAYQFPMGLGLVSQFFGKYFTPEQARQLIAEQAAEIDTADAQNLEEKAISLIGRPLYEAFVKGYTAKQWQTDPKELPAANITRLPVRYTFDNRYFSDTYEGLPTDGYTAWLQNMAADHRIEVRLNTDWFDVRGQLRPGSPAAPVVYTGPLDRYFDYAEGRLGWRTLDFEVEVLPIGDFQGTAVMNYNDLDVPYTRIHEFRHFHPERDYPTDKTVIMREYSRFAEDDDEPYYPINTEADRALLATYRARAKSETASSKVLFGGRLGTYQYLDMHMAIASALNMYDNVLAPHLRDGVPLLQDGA
BoNT F protease: blocks Botulinum neurotoxin F light chain protease | inhibition, % at 10 µM | actives 0.22% (n = 360,000) | Multiplex microsphere protease cleavage assay, flow cytometry; in the data active = inhibition above about 35%, passing the limit was not always enough; inconclusive = no clear call, values can overlap the other calls; also: plate controls were buffer without enzyme for full effect and enzyme alone for no effect
Anthrax LF inh2: blocks Bacillus anthracis lethal factor protease. P15917. multiplex microsphere protease cleavage assay, LF. inhibition, % at 10 µM. actives 0.12% (n = 360,000); also: plate controls were buffer without enzyme for full effect and enzyme alone for no effect
Mtb FBA inh: Mtb fructose-bisphosphate aldolase inhibition; P9WQA3; purified M. tuberculosis FBA, fluorescence read-out; inhibition, % at 1 µM; actives 2.3% (n = 360,000); AID 588726; in the data active = inhibition above about 27%;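 also: 0% = vehicle and 100% = reference inhibitor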
Target sequence (P9WQA3 whole entry, looked up): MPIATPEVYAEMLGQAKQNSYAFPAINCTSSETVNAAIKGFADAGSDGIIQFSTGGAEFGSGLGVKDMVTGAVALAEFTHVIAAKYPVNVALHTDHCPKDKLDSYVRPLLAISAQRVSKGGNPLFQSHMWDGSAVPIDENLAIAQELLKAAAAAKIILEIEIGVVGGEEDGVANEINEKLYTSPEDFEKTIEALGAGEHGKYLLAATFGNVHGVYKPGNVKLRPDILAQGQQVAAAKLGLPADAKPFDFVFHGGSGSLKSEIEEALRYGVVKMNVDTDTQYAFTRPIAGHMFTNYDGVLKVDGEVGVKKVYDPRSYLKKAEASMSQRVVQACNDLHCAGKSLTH
GDH-TPI inh: GDH-TPI coupled enzyme inhibition counter-screen | actives 1.2% (n = 360,000) | AID 588335 | GDH-TPI coupled enzyme counterscreen, NADH absorbance | inhibition, % at 4.8 µM; in the data active = inhibition above about 30%;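 also: 0% = DMSO wells and 100% = wells lacking the enzyme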
* hit, by the source's call; ? = inconclusive; nt = no result given; + = active, no number; & = joins results of further samples. Rule as the data show it, unless noted: active = inhibition above about 30%; inconclusive = no clear call, values can overlap the other calls; inactive = below that.

SMILES	PfHsp40 yeast	FadD28 FP inh	BoNT A protease	BioA inh	Mtb UGM inh	BoNT F protease	Anthrax LF inh2	Mtb FBA inh	GDH-TPI inh
Cc1[nH]c2c(C)cccc2c1CCNC(=O)c1ccc2c(c1[N+](=O)[O-])C(=O)c1ccccc1C2=O	-0.5	-5.4	-0.8	-1.4	2.5	-8	-4	-2	4
Cc1ccc(N(NC(=O)C(O)(c2ccccc2)c2ccccc2)C(=O)CCl)cc1	1.9	-1.2	-0.1	nt	2.4	-1	-3	-2	-5
COc1ccc(S(=O)(=O)N2CCCCCC2)cc1C(=O)N1CCN(C(C)=O)CC1	nt	-1.9	-0.4	2.1	nt	-6	-7	-2	2
Cc1ccnc2nc(C(=O)NCc3cccs3)nn12	-1.2	-2.6	-0.3	1.4	0.3	2	0	1	3
CC1CCCCc2nc3c(c(=O)n21)CCCC3 (configuration not stated)	nt	-1.3	-0.2	nt	nt	0	4	7	nt
Clc1ccc(-c2n[nH]c3c2CCC3)cc1Cl	241*	-3.0	-1.2	-1.1	2.2	-2	-1	0	6
Cc1sc2ncnc(OCC(=O)NC(C)C)c2c1C	1.0	-0.6	-0.7	nt	1.7	-10	-1	-2	0
CC(C)(C)C(=O)OC[N+](C)(C)CCOC(=O)C(O)(c1ccccc1)C1CCCC1 (configuration not stated)	-0.8	-1.2	-1.1	nt	-0.6	-3	-8	1	-7
O=C(NN1c2ccccc2CCc2ccccc21)c1ccccc1Br	-1.9	-3.3	0.5	-2.0	-4.2	2	4	0	-6
NCCCCCNC(=O)c1[nH]cnc1C(=O)N[C@@H](Cc1ccccc1)C(=O)OCc1ccccc1	5.8	-4.5	-0.5	14	1.2	-15	-5	1	1
Cc1ccc(C)c(S(=O)(=O)NCCCn2ccnc2)c1	-1.0	-3.6	-0.5	0.6	0.0	-7	0	1	-4
CC(C)c1ccc(NNC(=O)C2CCC2)cc1	-1.1	-3.3	-8.7	nt	-1.9	?	-13	4	4
COc1cccc(-c2nc(CCl)cs2)c1OC	-0.4	-2.2	-0.4	nt	7.9	-4	-1	15	1
O=C(COC(=O)Cc1ccc(S(=O)(=O)N2CCOCC2)s1)Nc1ccc(OC(F)F)cc1	0.2	-0.6	-0.3	-6.4	0.9	-13	2	2	10
CCCCCn1cnc2sc(CC)cc2c1=O	-1.5	-3.4	-1.1	-0.3	0.0	-3	-1	-2	7
O=S(=O)(c1ccc(Cl)s1)N1CCc2ccccc2C1	-1.0	-1.3	5.2	1.5	0.4	22	0	-1	7
COc1ccccc1-n1cnc2cc(NCc3cccs3)ccc21	0.6	-2.6	0.8	0.9	3.7	4	-8	1	-1
O=C(c1ccco1)N1CCN(S(=O)(=O)c2ccc([N+](=O)[O-])cc2)CC1	-1.6	-0.1	-1.8	nt	0.5	-8	-2	2	7
O=C(O)c1ncn(Cc2ccccc2)c1C(=O)O	1.3	-1.4	-2.6	0.3	2.1	-21	-7	-2	-3
CN1CCN(C(=O)C(=O)c2cn(CC(=O)N3CCCC3)c3ccccc23)CC1	2.3	-2.9	1.5	-0.3	-0.7	7	2	-3	11
COc1cccc(NC(=O)c2cc3ccccc3oc2=O)c1	-0.8	-0.4	-2.8	0.8	-0.9	-14	4	1	6
CNC[C@H](O)c1ccc(O)c(O)c1	0.0	0.4	-1.0	0.4	2.0	-17	-12	4	1
Cc1ccccc1-c1nnc(SC(C)C(=O)NC2CCCC2)o1 (configuration not stated)	-0.4	-4.4	0.4	0.0	-1.0	2	-5	1	-2
Cc1nn(C)cc1S(=O)(=O)Nc1ccc(C(F)(F)F)cc1	-1.0	0.1	-1.4	0.7	1.3	-3	-4	0	6
COc1ccc(SC[C@H](Cc2ccccc2)N2CCN(C)CCC2=O)cc1	0.1	-0.5	-0.3	-0.2	2.1	-2	3	1	0
C/C(=N\NC(=O)OC(C)(C)C)c1ccc[nH]1	0.2	-0.8	0.4	-2.7	1.8	4	2	2	9
CC(C)CCC(CCNCc1ccccn1)c1ccc(Cl)cc1 (configuration not stated)	-1.0	-7.6	4.6	0.0	-1.6	13	3	3	-5
O=C(NC1CCCN(Cc2ccc(Cl)cc2)C1)c1c(F)ccc(F)c1F (configuration not stated)	0.4	-0.9	-0.8	-1.1	-2.2	9	1	2	9
CCOC(=O)c1cc2c(N)c(C(=O)c3cc(C#N)c(SC)nc3C)sc2nc1C	0.6	-0.5	2.7	-1.2	0.8	-6	1	3	13
CCN(CC)C(=O)c1nn(Cc2ccccc2)c(=O)c2ccccc12	-0.8	nt	-0.4	0.2	-0.6	6	4	2	-9
Cc1cc(-c2cc(C(=O)NC3CCCC3)on2)nc(NC2CCCC2)n1	0.9	-3.1	0.2	-1.0	-0.8	-2	1	0	4
N#Cc1c(N)n(-c2cccc(C(=O)O)c2)c2nc3ccccc3nc12	-0.9	0.7	0.0	-3.1	2.4	-7	-1	+	43*
COc1ccc(CCNC(=O)C(=O)NCC2OCCN2S(=O)(=O)c2ccc(F)cc2)cc1 (configuration not stated)	-0.9	-1.2	-0.5	-2.2	0.2	2	-10	2	14
CC1C(C#N)=C(SCC(N)=O)NC2=C1C(=O)CC(C)(C)C2 (configuration not stated)	0.0	0.6	0.0	nt	-0.8	-2	-2	6	0
Cc1ccc(C(=O)Nc2ccc(N3CCN(S(C)(=O)=O)CC3)cc2)cc1	-1.0	0.2	0.8	-0.8	-1.9	5	-2	1	10
NC(=O)COc1ccc(Nc2nnc(-c3ccc(O)cc3)c3ccccc23)cc1	-0.1	0.5	0.1	11	0.5	-1	-3	3	19
Cc1onc(-c2ccccc2)c1C(=O)OCC(=O)c1ccccc1	-0.1	-2.7	-2.7	1.2	0.9	-38	-1	0	2
Cc1ccc(Cl)cc1N1CCN(CC(=O)Nc2ccc3[nH]c(=O)[nH]c3c2)CC1	0.9	-2.7	1.1	nt	1.7	0	-3	-1	-2
COCCn1c(N)c(C(=O)NCC2CCCO2)c2nc3ccccc3nc21 (configuration not stated)	8.9	-2.5	8.1	2.3	0.1	-2	2	+	17
Cc1ccc(CNC(=O)c2cccc(OCc3c(C)noc3C)c2)cc1	-0.1	-5.0	0.7	-0.4	-1.9	-4	-6	-1	-9

Compound profiles, from the list above. Order of screens: PfHsp40 yeast | FadD28 FP inh | BoNT A protease | BioA inh | Mtb UGM inh | BoNT F protease | Anthrax LF inh2 | Mtb FBA inh | GDH-TPI inh
`CC(C)CCC(CCNCc1ccccn1)c1ccc(Cl)cc1` (configuration not stated) is listed as -1.0 | -7.6 | 4.6 | 0.0 | -1.6 | 13 | 3 | 3 | -5
`CCOC(=O)c1cc2c(N)c(C(=O)c3cc(C#N)c(SC)nc3C)sc2nc1C` is listed as 0.6 | -0.5 | 2.7 | -1.2 | 0.8 | -6 | 1 | 3 | 13
`Cc1ccccc1-c1nnc(SC(C)C(=O)NC2CCCC2)o1` (configuration not stated) is listed as -0.4 | -4.4 | 0.4 | 0.0 | -1.0 | 2 | -5 | 1 | -2
`Cc1ccc(Cl)cc1N1CCN(CC(=O)Nc2ccc3[nH]c(=O)[nH]c3c2)CC1` is listed as 0.9 | -2.7 | 1.1 | nt | 1.7 | 0 | -3 | -1 | -2
`Cc1nn(C)cc1S(=O)(=O)Nc1ccc(C(F)(F)F)cc1` is listed as -1.0 | 0.1 | -1.4 | 0.7 | 1.3 | -3 | -4 | 0 | 6

Next entries follow.
SMILES	PfHsp40 yeast	FadD28 FP inh	BoNT A protease	BioA inh	Mtb UGM inh	BoNT F protease	Anthrax LF inh2	Mtb FBA inh	GDH-TPI inh
N#C/C(=C\c1ccncc1)c1nc2ccccc2c(=O)[nH]1	nt	1.4	1.0	nt	-0.3	4	-6	-1	-1
CC(C)CCNC1c2ccccc2C(=O)N1Cc1ccccc1 (configuration not stated)	1.4	-1.9	-0.9	1.3	1.1	26	-4	0	9
O=C(O)CCC(=O)Nc1ccc(S(=O)(=O)N2CCCC2)cc1	0.8	-3.7	0.6	nt	-1.8	-12	-1	0	4
C=CCNc1nc(NC(C)(C)CO)nc(OCC)n1	0.2	-2.3	-0.3	-1.4	-0.6	0	-9	-1	-2
O=C(NC12CC3CC(CC(C3)C1)C2)c1cnccn1	1.0	-3.5	-0.3	-0.4	0.7	15	0	6	3
COc1ccc(C2CC(c3ccc4ccccc4c3)=NN2C(=O)COC(=O)C2CCC(=O)N2)cc1 (configuration not stated)	1.1	-6.5	-0.2	1.0	0.1	-2	0	9	4
Cc1cc(N=Nc2ccc3ccccc3c2)ccc1O	91*	-0.6	-1.6	-3.1	1.4	-10	9	-3	21
Cc1ccc(-c2c(C(=O)N(C)Cc3ccccc3)oc(=O)c3ccccc23)cc1	1.0	0.2	-0.5	nt	nt	-6	0	0	-3
O=C1C=C(Nc2ccc(O)cc2)C(=O)c2ccccc21	-1.4	-1.6	-1.0	0.0	-0.3	-5	0	-3	15
Cc1ccc(-c2nnc(-c3ccccc3)c(-c3ccccc3)n2)cc1	1.7	-1.7	0.5	-1.7	1.5	-7	-3	-7	4
COC(=O)C1CCN(Cc2cn(Cc3ccccc3)nc2-c2cc3ccccc3o2)CC1	0.9	-0.8	-2.0	nt	0.1	4	-10	1	-15
COc1ccc(-c2csc(NC(=O)c3ccccc3Br)c2C(=O)O)cc1	58*	-11	-4.1	1.4	2.0	2	-6	1	3
Nc1nonc1-c1nc2ccccc2n1CC(=O)N1CCN(c2ccc(F)cc2)CC1	-0.8	-3.0	1.1	-0.8	4.5	2	-2	-8	17
C[C@H](CO)N1C[C@H](C)[C@@H](CN(C)Cc2ccc(C(=O)O)cc2)Oc2ccc(NC(=O)Cn3cnnn3)cc2C1=O	0.2	0.2	-0.5	-0.8&-0.5	nt	1	-7	0	-5
Cc1ccc(C(=O)OCc2cn(-c3ccccc3)nn2)cc1	1.7	-1.2	1.0	0.4	-0.7	0	-2	4	1
CCc1ccc(/C=N/n2c(C3CCCCC3)n[nH]c2=S)cc1	2.3	-3.5	-1.3	nt	0.5	-22	2	0	-8
COc1ccc(C(=O)NCc2nnc(SCC(=O)NCc3ccc(F)cc3)o2)cc1	0.6	-1.9	0.4	-1.1	1.4	-6	-4	1	7
COC(=O)c1ccc(NN=Nc2ccc(C)cc2)cc1	0.4	-1.3	1.2	0.1	nt	0	-2	0	8
CCOC(=O)N1CCN(S(=O)(=O)c2ccc(F)c(C(=O)Nc3ccc(C(C)C)cc3)c2)CC1	1.8	-0.5	-3.0	-1.3	-0.6	-6	-5	-4	1
N#C/C(=C\c1ccc[nH]1)C(=O)N1CCCCC1	-0.6	0.6	nt	-0.1	0.5	nt	nt	0	31*
COc1ccc(C(=O)Nn2c(C)nnc2-n2nc(C)cc2C)cc1OC	3.1	1.8	-0.9	-1.1	-1.2	-9	8	7	2
O=C(CN1CCN(Cc2ccccc2Cl)C1=O)NCc1ccccn1	-0.3	-0.8	-1.4	-1.9	-2.3	-6	1	-3	19
OC(c1nc2ccc(F)cc2[nH]1)C(O)c1nc2ccc(F)cc2[nH]1 (configuration not stated)	0.7	-2.7	0.5	1.7	-0.2	22	-5	0	-2
COc1cccc(-c2cc(C(F)(F)F)n3nc(C(=O)Nc4c(C)n(C)n(-c5ccccc5)c4=O)cc3n2)c1	2.0	0.1	-0.4	8.8	-1.3	-4	-6	1	6
CC(=O)c1cccc(NC(=O)C2CC(c3ccc(F)cc3)=NO2)c1 (configuration not stated)	1.2	-1.3	-0.2	0.2	0.6	21	-4	4	1
Cc1nc2ccccc2cc1C(=O)NCc1ccccc1	-0.6	1.4	-5.0	0.9	-0.1	10	10	3	6
COc1cccc(C(=O)NCC(c2ccco2)N2CCc3ccccc3C2)c1 (configuration not stated)	0.8	-5.6	4.3	1.8	-1.6	8	5	-3	8
CC(=O)c1ccc(OC(C)C)c(Cc2c(O)[nH]c(=S)[nH]c2=O)c1	-0.8	0.0	0.5	nt	-1.9	-1	2	-1	12
CN1C[C@@H]2C(c3ccc(C(F)(F)F)cc3)C3(c4ccccc4)CC2(C3)[C@H]1c1ccccc1 (some centres not stated)	1.3	-4.7	-0.2	-1.3	-0.6	2	-9	-2	10
C/C(=N\Nc1nc(N2CCOCC2)nc(N2CCOCC2)n1)c1ccc([N+](=O)[O-])cc1	0.5	-2.0	-0.6	nt	1.1	-5	-9	0	18

High-throughput results as filed in PubChem.
